# Bcl-xL primary = Bcl-xL (human) inhibition; GST-Bcl-xL / FITC-Bim BH3 peptide fluorescence polarization; inhibition, % at 10.9 µM; actives 0.7% (n = 320,000); AID 2129;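 active means inhibition above the mean of all tested compounds plus 3 SD, cutoff set per campaign, cut at about 30% in these data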;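 further: 0% = DMSO wells and 100% = unlabeled Bim-BH3 peptide competitor; inhibitors lower millipolarization by displacing the labeled peptide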
# Target sequence (Q07817 whole entry, looked up): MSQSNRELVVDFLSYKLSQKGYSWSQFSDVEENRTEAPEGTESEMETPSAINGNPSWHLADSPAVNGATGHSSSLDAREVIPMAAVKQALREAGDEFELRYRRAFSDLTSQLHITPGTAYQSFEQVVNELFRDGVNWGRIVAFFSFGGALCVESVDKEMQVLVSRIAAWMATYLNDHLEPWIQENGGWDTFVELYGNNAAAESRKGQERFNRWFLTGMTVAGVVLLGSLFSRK
# PME-1 inh = blocks human protein phosphatase methylesterase 1; Q9Y570; inhibition, % at 5.9 µM; actives 0.53% (n = 320,000); recombinant PME-1, FP-Rh probe fluorescence polarization;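 active means inhibition above the campaign mean of all compounds plus 3 SD, cut at about 26% in these data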;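 further: competitive labeling of PME-1 active site by serine hydrolase directed probe; 0% = PME-1 with DMSO and 100% = wells lacking PME-1 enzyme; inhibitors block probe labeling so polarization falls and inhibition rises; many of its hits are not listed in these tables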
# MEX-5 binding = C. elegans MEX-5 TCR-2 RNA binding activity; Q9XUB2; MEX-5/FITC-TCR2 RNA binding, fluorescence polarization; active compounds read low; activity score (negative = inhibition of binding), % at 10 µM; actives 0.38% (n = 300,000);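 active means inhibition past about -25% in most replicates, and total fluorescence under double the plate's negative control median, limit read from the data; inconclusive means replicates evenly split on the limit, or fluorescence at least double controls; inactive means too little inhibition in most replicates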;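 further: 0% = DMSO and -100% = 5 µM competing unlabeled TCR2 RNA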
# Target sequence (Q9XUB2 whole entry, looked up): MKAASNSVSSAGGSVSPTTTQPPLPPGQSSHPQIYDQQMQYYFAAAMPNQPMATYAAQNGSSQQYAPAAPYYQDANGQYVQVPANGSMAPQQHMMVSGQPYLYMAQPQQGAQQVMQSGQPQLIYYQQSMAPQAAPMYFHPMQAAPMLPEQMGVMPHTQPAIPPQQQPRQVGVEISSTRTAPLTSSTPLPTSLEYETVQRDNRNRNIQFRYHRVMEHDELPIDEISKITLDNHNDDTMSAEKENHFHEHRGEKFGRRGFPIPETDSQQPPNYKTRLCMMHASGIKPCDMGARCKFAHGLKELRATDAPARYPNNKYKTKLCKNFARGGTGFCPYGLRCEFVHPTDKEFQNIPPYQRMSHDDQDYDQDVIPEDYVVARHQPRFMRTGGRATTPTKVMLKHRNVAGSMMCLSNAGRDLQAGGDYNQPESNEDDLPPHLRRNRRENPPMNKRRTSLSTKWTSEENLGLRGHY
# GLD-1 RNA inh = GLD-1-TGE RNA interaction inhibition (C. elegans); Q17339; purified GLD-1 + fluorescein TGE RNA, fluorescence polarization; inhibition, % at 5.96 µM; actives 0.44% (n = 320,000); AID 2280;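 active means percent inhibition above a per-plate cutoff, the plate mean of test compounds plus 3 SD, cut at about 30% in these data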;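 further: 0% = DMSO wells with GLD-1 and probe and 100% = wells lacking GLD-1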
# pPAFAH FP inh = pPAFAH (human) enzyme inhibition | Q13093 | recombinant pPAFAH, FP-rhodamine probe fluorescence polarization | inhibition, % at 3.39 µM | actives 1.5% (n = 330,000);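 active means inhibition above the mean inhibition across the screen plus 3 SD, cut at about 25% in these data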;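 further: inhibitors block binding of the rhodamine activity-based probe so polarization drops; 0% = enzyme with DMSO and 100% = wells lacking pPAFAH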
# AHR activator = activators of human aryl hydrocarbon receptor; P35869; AHR-responsive luciferase reporter cells, luminescence; activation, % at 5 µM; actives 2.5% (n = 320,000); AID 2796; in the data active means activation above about 47%;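 further: 0% = vehicle wells and 100% = reference agonist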
# MCL1 BIM primary = inhibitors of human MCL1 binding to BIM-BH3 peptide. GST-MCL1 / FITC-Bim-BH3 fluorescence polarization. inhibition, % at 10.9 µM. actives 0.68% (n = 320,000);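 active means inhibition above the mean inhibition of all tested compounds plus 3 SD, set per campaign, cut at about 40% in these data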;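 further: 0% = DMSO wells and 100% = unlabeled Bim-BH3 peptide control; higher means more loss of mP so more displacement of Bim peptide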
# Target sequence (Q07820 whole entry, looked up): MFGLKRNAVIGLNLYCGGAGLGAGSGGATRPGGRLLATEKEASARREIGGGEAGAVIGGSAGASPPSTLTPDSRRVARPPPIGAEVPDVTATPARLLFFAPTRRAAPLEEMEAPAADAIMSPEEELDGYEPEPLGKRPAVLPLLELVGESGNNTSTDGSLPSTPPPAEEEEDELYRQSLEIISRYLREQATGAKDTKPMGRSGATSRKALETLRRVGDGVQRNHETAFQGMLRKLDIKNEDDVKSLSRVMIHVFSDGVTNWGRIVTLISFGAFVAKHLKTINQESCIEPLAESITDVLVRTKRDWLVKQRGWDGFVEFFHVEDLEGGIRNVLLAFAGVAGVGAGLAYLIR
# Fam108B counter = blocks mouse Fam108B hydrolase in RBBP9 counter-screen | AID 1947 | recombinant Fam108B, FP-Rh probe fluorescence polarization | inhibition, % at 9.51 µM | actives 0.33% (n = 300,000);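 active means inhibition above the screen mean inhibition plus 3 SD, computed separately per campaign, cut at about 18% in these data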;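 further: inhibitors lower polarization as less probe binds the enzyme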
# PAFAH1B2 inh = inhibitors of human PAFAH1B2; inhibition, % at 3.39 µM; actives 1.2% (n = 340,000); P68402; recombinant PAFAH1B2, FP-rhodamine activity probe, fluorescence polarization; AID 492953;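 active means inhibition above the mean of all tested compounds plus 3 SD, cut at about 24% in these data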;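 further: 0% = enzyme with DMSO and 100% = wells lacking PAFAH1B2; many of its hits are not listed in these tables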
# * marks the source's active call; other numbers are inactive results; ? = inconclusive; . = no result given. Not all compounds are listed; rates above refer to the full screens.
SMILES,Bcl-xL primary,PME-1 inh,MEX-5 binding,GLD-1 RNA inh,pPAFAH FP inh,AHR activator,MCL1 BIM primary,Fam108B counter,PAFAH1B2 inh
Cc1cccc(C)c1OCC(=O)NCC1CCCO1 (stereo unspecified),6,2,1.3,9,4,2,-1,1,-1
O=C(O/N=C1/CCCc2occc21)c1ccccc1,3,-2,0.7,3,6,3,2,6,-1
COc1ccc(NCc2nc3ccccc3n2CCOc2ccccc2)cc1,-2,15,2.9,9,8,2,6,4,3
CC1(C)C2C(Cl)(Cl)C2(C)c2ccccc2N1C=O (stereo unspecified),2,-1,-3.6,9,3,-5,0,4,.
COc1cc(/C=N\NC(=O)OC(C)(C)C)ccc1OC(=O)c1ccco1,4,-3,4.3,5,2,17,5,-2,.
COc1cccc(-c2cc(-c3cccnc3)c(C#N)c(N)n2)c1,8,5,0.0,-1,7,31,0,-4,7
COc1cc(C(=O)Nc2ccc3c(c2)OCCO3)c(-n2cnnn2)cc1OC,0,3,-1.6,1,-3,7,-2,2,0
CCOC(=O)CSc1nnc(CNC(=O)c2ccc(S(=O)(=O)N3CCCC3)cc2)n1C,-3,0,2.6,3,-5,2,3,-6,-1
CC(=O)c1ccc(S(=O)(=O)N2CCN(C(=O)CSc3ccc(F)cc3)CC2)cc1,-1,-2,-0.4,-9,1,-2,-6,-5,2
COc1cccc(NC(=O)CSc2nnc3c(n2)[nH]c2ccc(C)cc23)c1,7,0,-0.7,-1,-2,2,9,-14,-28
O=c1cc(-c2ccccc2)nc(Cc2c(Cl)cccc2Cl)[nH]1,6,0,1.5,-2,1,2,1,-6,14
CCCCc1ccc(/C=C2\C(=O)c3ccccc3C(O)=C2C(=O)OCC)cc1,22,4,-0.9,18,21,31,37,-26,.
COC(=O)Nc1nnc(-c2ccncc2)s1,0,-9,-0.6,6,-1,14,9,1,7
Cc1cc(NCCCn2ccnc2)n2ncc(-c3ccc(Cl)cc3)c2n1,3,14,1.3,7,23,126*,4,4,1
Cc1cccc(NC(=O)CSc2nnc(NC(=O)CN3CCOCC3)s2)c1,7,-1,1.4,-4,2,-5,4,-5,-2
Cc1ccc(/C=C/C(=O)Nc2cccc(S(=O)(=O)N3CCOCC3)c2)o1,3,-4,-2.1,1,6,59*,-19,0,-3
C=CCOc1nc2c(c(=O)n(Cc3ccc(Cl)c(Cl)c3)c(=O)n2C)n1C,10,-3,0.7,7,-4,3,7,-4,1
O=C(Nc1cccc(-c2nc3cccnc3s2)c1)c1ccco1,1,-6,-5.3,12,-6,41,1,-4,2
CCOC(=O)Cc1csc(NC(=O)CC(C)(C)CC(=O)O)n1,1,-4,1.0,0,-5,1,10,-2,7
CC(SCC(=O)Nc1ccccc1Br)c1nc2ccccc2c(=O)[nH]1 (stereo unspecified),.,.,.,2,0,1,.,.,4
CCOc1ccc(CNC(=O)CCCn2ccc3cc(S(=O)(=O)N4CCCC4)ccc32)cc1,7,8,0.1,1,8,3,1,3,4
CCOC(=O)[C@@H]1[C@H]2COc3cc(OC)ccc3[C@H]2N2C(=O)N(c3cccc(F)c3)C(=O)[C@@]12C,.,.,.,0,4,-1,.,.,0
CSc1nc(C)cc(C)c1C#N,0,5,-1.4,-1,0,-1,4,0,-1
CC(=O)Nc1ccc2c(c1)nc1n2CCN(C(C)c2ccccc2)C1 (stereo unspecified),14,0,2.4,0,8,7,10,0,5
CCOc1ccc(NC(=O)COc2ccc(-n3cnnn3)cc2)cc1,7,4,.,5,2,-1,26,.,6
# (listing goes on)
SMILES,Bcl-xL primary,PME-1 inh,MEX-5 binding,GLD-1 RNA inh,pPAFAH FP inh,AHR activator,MCL1 BIM primary,Fam108B counter,PAFAH1B2 inh
CCC(C)NC(=O)Cn1nc([N+](=O)[O-])c(Cl)c1C (stereo unspecified),5,-2,.,2,3,3,2,1,3
CCOC(=O)CN1C(=O)N[C@@H](CCc2ccccc2)[C@H](C(=O)OC)[C@H]1C,0,2,-1.2,-3,5,0,-3,3,1
CCOc1ccccc1C(=O)NN1C(=O)CCC1=O,5,7,2.6,7,7,33,13,-2,-4
O=C(Nc1ccc(Cl)cn1)C1CCCN(c2ncnc3c2nc2n3CCCCC2)C1 (stereo unspecified),4,-3,-0.8,1,-3,0,5,2,-1
CCOC(=O)[C@H]1[C@H]2COc3cc(OC)ccc3[C@@H]2N2C(=O)CN(Cc3ccc(Cl)cc3)C(=O)[C@@]12C,.,.,.,10,-3,0,.,.,5
CN(CC(=O)Nc1ccccc1Br)C(=O)C(Cc1ccccc1)NC(=O)c1ccccc1 (stereo unspecified),4,3,-0.2,0,-4,-3,5,-5,3
CCCNC(=O)c1n[nH]c(=O)c2ccccc12,-2,0,0.5,-8,5,15,-1,-7,0
CC(=O)c1cccc(NC(=O)Cn2nc(-c3ccc(Cl)cc3)ccc2=O)c1,5,-14,-1.0,2,-1,2,3,-7,2
Cc1ccccc1-n1c(N)c(C(=O)Nc2ccc(F)cc2)sc1=S,9,-9,-2.2,0,-1,-4,10,-4,1
COC(=O)c1[nH]c2ccc(Cl)cc2c1NC(=O)CN1CCc2cc(OC)c(OC)cc2C1,-12,10,-0.1,9,2,6,-18,2,0
COc1ccc(CCN(C)C2CCCN(C(=O)CCC(F)(F)F)C2)cc1OC (stereo unspecified),8,0,-0.8,-2,-2,-2,11,0,3
O=S(=O)(N1CCCCC1)N1CCN(c2cc(Cl)ccc2Cl)CC1,5,0,-0.1,-1,6,5,9,-1,5
Cc1ccccc1C(=O)Nc1ccccc1N1CCN(C(=O)c2ccccc2)CC1,5,3,1.0,7,3,-1,9,-2,3
COc1ccccc1NS(=O)(=O)c1cccc(C(=O)N2CCCCCCC2)c1,1,18,1.4,0,-4,4,0,5,12
Brc1ccc(-c2csc(-c3ccncc3)n2)cc1,10,-2,-0.3,0,-2,101*,-1,-3,-5
COc1ccccc1-c1noc(-c2ccccc2C(=O)Nc2cccnc2)n1,8,4,-2.6,7,-2,43,10,1,0
Cc1ccccc1NC(=O)c1onc2c1CCCC2,2,3,-0.7,4,4,6,6,-1,0
CCN(Cc1ccccc1)C(=O)c1ccc2c(=O)n3c(nc2c1)CCC3,-3,-3,-2.9,-6,9,0,-2,-1,6
CSc1ccc(CN2CCC(CO)(CCOc3ccccc3)CC2)cc1,3,1,1.7,6,1,0,9,1,0
COc1cccc(/C=C/C(=O)OCC(=O)Nc2ccccc2Sc2ccccc2)c1,1,-4,1.5,5,1,-1,12,-5,0
O=C(O)c1ccc(OCC(O)Cn2cnc3ccccc32)cc1 (stereo unspecified),0,-2,1.8,-2,4,-1,-1,0,-2
CC(=O)Nc1c(-c2ccc(F)cc2)nc2ccccn12,-1,1,2.4,-5,1,-1,-2,-1,1
CCOc1cc(/C=N/NC(=O)c2ccc3c(c2)OCCO3)cc(Br)c1O,8,18,1.2,2,8,3,7,0,8
COc1ccc(Cc2nc3ccc(C(=O)N4CCCCC4CCO)cc3o2)cc1 (stereo unspecified),5,-6,1.2,-3,-4,2,3,1,-1
Nc1ccc(C23CC4CC(CC(O)(C4)C2)C3)cc1,4,6,-0.4,8,-1,-8,4,2,-2
# More entries.
SMILES,Bcl-xL primary,PME-1 inh,MEX-5 binding,GLD-1 RNA inh,pPAFAH FP inh,AHR activator,MCL1 BIM primary,Fam108B counter,PAFAH1B2 inh
COc1cc(/C=C2\SC(=S)N(NC(=O)c3ccc(O)c(OC)c3)C2=O)ccc1O,-3,-277,?,-30,-81,1,-17,-212,-106
COc1ccc(C(=O)Nc2ccncc2)c(OC)c1,2,-7,-0.7,-2,-11,-5,-3,-2,-1
Cc1cc(N(C)C)c(C#N)c(N2CCCCC2)n1,5,0,1.4,8,0,-1,8,-1,7
CC(C)CN(C(=O)COC(=O)c1nc(Cl)ccc1Cl)C1CCS(=O)(=O)C1 (stereo unspecified),4,-3,-0.1,-4,3,2,-1,-1,0
Cc1cccc(C(=O)OCC(=O)N2CCCCCC2)c1O,5,-9,.,3,3,1,4,.,5
COc1ccc(CCC(=O)Nc2nc(-c3ccncc3)cs2)cc1,2,-2,1.3,-8,5,2,2,-6,.
CC(C)OCCCNC(=O)C1CCN(S(=O)(=O)N2CCCC2)CC1,8,0,0.4,9,1,3,4,4,7
CSc1nnc2c(n1)OC(c1ccsc1)N(C(C)=O)c1ccccc1-2 (stereo unspecified),7,8,-1.6,0,0,2,3,-1,2
CC(=O)Nc1ccc(Nc2cc(N3CCOCC3)c3nonc3c2[N+](=O)[O-])cc1,2,0,-1.2,8,-1,-1,4,4,-2
N#Cc1c(NC(=S)NC(=O)c2ccccc2)sc2c1CCCC2,7,-4,1.0,-5,-2,18,14,-3,-1
CCCNC(=O)c1ccc(N2CC3CC(C2)c2cccc(=O)n2C3)c(NC(=O)Nc2ccc(CC)cc2)c1 (stereo unspecified),3,-4,-3.3,5,88*,3,6,0,-2
Cc1ccc(C(=O)NCC#N)cc1,0,-2,3.2,4,-2,1,-2,2,-2
Cc1ccc(NS(=O)(=O)c2cc(C(=O)NCc3ccccn3)ccc2Cl)cc1C,8,6,-2.1,-5,10,1,4,3,-5
CCC(C)c1ccccc1NC(=O)C1CCCO1 (stereo unspecified),1,2,0.7,3,-3,-1,6,-3,7
O=C(c1ccc2c(c1)OCCO2)N1CCN(c2ccc([N+](=O)[O-])cc2)CC1,-17,4,0.5,-2,2,-2,-19,0,.
CC1CCN(c2ccc3c(c2)S(=O)(=O)c2cccc(C(=O)NC4CCCCC4)c2C3=O)CC1,-14,-7,.,7,4,3,-67,.,11
CCOC(=O)C1(C)NC(c2ccc(O)cc2)C2C(=O)N(c3ccccc3)C(=O)C21 (stereo unspecified),-1,-1,1.5,-9,0,-1,-4,1,8
C[C@@H]1COC(=O)[C@H](NC(=O)OCC2c3ccccc3-c3ccccc32)C/C=C\C[C@@H](CC(=O)N[C@H](CO)Cc2ccccc2)C(=O)N1,.,.,.,-8,-1,0,.,.,-5
CCn1c(=O)cc(OCC(=O)Nc2ccc3c(c2)OCCO3)c2ccccc21,5,6,-2.2,2,-1,-1,-1,2,0
COc1ccc(C(=O)Oc2ccc(C(=S)N3CCOCC3)cc2)cc1,0,3,-1.3,1,-2,-1,6,-3,-2
CCC1Nc2ccccc2-c2nnc(SC)nc2O1 (stereo unspecified),4,3,-3.1,8,5,9,-1,0,-11
CCOC(=O)/C(=C\c1cccc(O)c1)c1nc2sc(C)c(C)c2c(=O)[nH]1,7,-8,0.5,1,0,0,5,-1,-4
NS(=O)(=O)c1cccc(NC(=O)Nc2ccccc2)c1,1,-3,1.4,10,-7,8,0,5,-1
Cc1c(Br)c([N+](=O)[O-])nn1CC(=O)NCCc1ccc(Cl)cc1,0,1,0.4,-4,1,3,1,12,18
O=C(NCC1CCCO1)Nc1ccccc1 (stereo unspecified),7,-8,-2.4,-2,-5,5,4,-3,6
CC(=O)N(C)c1nc(N)n(-c2ccccc2)n1,2,0,-0.8,11,9,-3,6,1,0
COc1ccc(NC(=O)CSCC(=O)Nc2ccccc2C(=O)N2CCCCC2)cc1,-3,7,.,2,0,2,4,.,1

# Source: PubChem
